Assay outcomes deposited in PubChem by NCI.
NCI-60 one-dose screen, 48 h, at 10 µM unless noted. Numbers give growth in % (100 = growth as untreated, 0 = no growth, -100 = all killed).
MDA-MB-468: MDA-MB-468 breast cancer; AID 2202374; 78,000 compounds, 8.5% hits
MDA-MB-231: MDA-MB-231 breast cancer | 81,000 compounds, 5% hits | AID 1794789
RPMI-8226: RPMI-8226 leukemia cells; 77,000 compounds, 7.5% hits
CCRF-CEM: CCRF-CEM leukemia; 77,000 compounds, 7% hits
MOLT-4: MOLT-4 leukemia cells | 80,000 compounds, 6.9% hits | AID 1794779
SR: SR leukemia cells; 73,000 compounds, 8.7% hits; AID 1794780
MCF7: MCF7 breast cancer; 82,000 compounds, 6.3% hits; AID 1794796
K-562: K-562 leukemia; 78,000 compounds, 7.4% hits; AID 1794777
* marks the source's active call; other numbers are inactive results. The calls were made as follows: active = growth percent below 10; inactive = the rest.

`CC(C)(C)c1ccc([N+](=O)[O-])cc1[N+](=O)[O-]` gave MDA-MB-468 102.7, MDA-MB-231 111.6, RPMI-8226 106.8, CCRF-CEM 101.4, MOLT-4 96.4, SR 88.8, MCF7 97.2 and K-562 111.6.
For N#Cc1c(Oc2ccc(Cl)cc2)[nH]n(C2=Nc3ccccc3Sc3ccccc32)c1=O the results were MDA-MB-468 107.5, MDA-MB-231 98.7, RPMI-8226 96.0, CCRF-CEM 93.5 and MCF7 105.6.
`COc1cc(C[C@H]2COc3cc(O)cc(O)c3C2=O)ccc1O` gave MDA-MB-468 26.2, MDA-MB-231 55.3, RPMI-8226 18.2, CCRF-CEM 11.4, MOLT-4 29.3, SR 19.0, MCF7 22.6 and K-562 9.9*.
CCCCNC(=O)OC(C)C was read as MDA-MB-468 103.4, MDA-MB-231 96.2, RPMI-8226 111.0, MOLT-4 104.7, SR 95.2, MCF7 98.8 and K-562 107.2.
CC(=N\O)/C(=N/O)c1ccccc1 was read as MDA-MB-468 97.8, MDA-MB-231 100.9, RPMI-8226 104.0, CCRF-CEM 110.7, MOLT-4 110.9, SR 110.7, MCF7 91.9 and K-562 122.4.
Screening CN1CCNCC1 returned MDA-MB-468 102.9, MDA-MB-231 92.2, RPMI-8226 107.1, CCRF-CEM 101.8, MOLT-4 101.5, SR 91.8, MCF7 100.9 and K-562 105.6.
For Clc1ccc(C2=NNC(c3sc(Cl)nc3Cl)C2)cc1 (configuration not stated) the results were MDA-MB-468 110.7, MDA-MB-231 95.7, RPMI-8226 92.3, CCRF-CEM 77.6, MOLT-4 68.7, SR 72.7, MCF7 77.7 and K-562 86.0.
Screening O=C(c1ccco1)N1CCn2c(nnc2C(F)(F)F)C1 returned MDA-MB-468 92.3, MDA-MB-231 100.1, RPMI-8226 96.0, CCRF-CEM 98.7, MOLT-4 95.4, SR 96.2, MCF7 92.1 and K-562 94.6.
Screening CCOC(=O)C1=C(O)C(=O)C(C(=O)OCC)C1 (configuration not stated) returned MDA-MB-468 117.4, MDA-MB-231 112.0, CCRF-CEM 97.6, MOLT-4 106.4, SR 98.3, MCF7 102.5 and K-562 100.8.
For Cc1cc2nnc(SCc3ccccc3)n2c(SCc2ccccc2)n1 the results were MDA-MB-468 105.9, MDA-MB-231 94.0, RPMI-8226 88.3, CCRF-CEM 79.8, MOLT-4 72.8, SR 87.9, MCF7 90.0 and K-562 86.2.
O=C(OCC1OC(Oc2ccccc2CO)C(O)C(O)C1O)c1ccccc1 (configuration not stated) was read as MDA-MB-468 120.3, MDA-MB-231 112.5, RPMI-8226 91.8, CCRF-CEM 96.4, MOLT-4 109.1, SR 97.3, MCF7 100.0 and K-562 114.5.
Screening O=C(Nc1cccc(Cl)c1)c1cc(N=Nc2ccc([N+](=O)[O-])cc2Cl)ccc1O returned MDA-MB-468 67.8, MDA-MB-231 64.1, RPMI-8226 3.5*, CCRF-CEM 21.3, SR 20.7, MCF7 32.0 and K-562 26.3.

The final 3 records of the section before lead into the next:
For Cc1cc2nnc(SCc3ccccc3)n2c(SCc2ccccc2)n1 the results were MDA-MB-468 105.9, MDA-MB-231 94.0, RPMI-8226 88.3, CCRF-CEM 79.8, MOLT-4 72.8, SR 87.9, MCF7 90.0 and K-562 86.2.
O=C(OCC1OC(Oc2ccccc2CO)C(O)C(O)C1O)c1ccccc1 (configuration not stated) was read as MDA-MB-468 120.3, MDA-MB-231 112.5, RPMI-8226 91.8, CCRF-CEM 96.4, MOLT-4 109.1, SR 97.3, MCF7 100.0 and K-562 114.5.
Screening O=C(Nc1cccc(Cl)c1)c1cc(N=Nc2ccc([N+](=O)[O-])cc2Cl)ccc1O returned MDA-MB-468 67.8, MDA-MB-231 64.1, RPMI-8226 3.5*, CCRF-CEM 21.3, SR 20.7, MCF7 32.0 and K-562 26.3.
CC(=O)Nc1ccc(OC(=O)c2ccccc2O)cc1 was read as MDA-MB-468 117.1, MDA-MB-231 107.6, RPMI-8226 101.1, CCRF-CEM 95.9, MOLT-4 96.2, SR 96.9, MCF7 99.5 and K-562 88.1.
Screening Cn1c2c(Cl)c(Cl)ccc2c2cc(N)[nH]c(=O)c21 returned MDA-MB-468 88.9, MDA-MB-231 68.5, RPMI-8226 94.9, CCRF-CEM 81.3 and MCF7 72.4.
`CC(=O)C[n+]1ccccc1Sc1ccc(Cl)cc1` gave MDA-MB-468 97.3, MDA-MB-231 52.3, RPMI-8226 84.7, CCRF-CEM -9.4*, MOLT-4 18.9, SR 57.4, MCF7 65.0 and K-562 90.9.
For CCOC(=O)C(Nc1ccc(OC)cc1)c1ccc(N(CC)CC)cc1 (configuration not stated) the results were MDA-MB-468 101.0, MDA-MB-231 81.0, RPMI-8226 90.9, CCRF-CEM 77.3, MOLT-4 88.6, SR 82.4, MCF7 100.2 and K-562 87.4.
CCCCN1CCCn2c1nc1c2c(=O)n(CCC)c(=O)n1CCC was read as MDA-MB-468 101.1, MDA-MB-231 93.8, RPMI-8226 110.4, CCRF-CEM 103.7, MOLT-4 102.9, SR 67.1, MCF7 100.4 and K-562 75.7.
For COc1cccc(C(=O)Nc2cccc(-c3cc(=O)c4ccccc4o3)c2)c1OC the results were MDA-MB-468 90.4, MDA-MB-231 98.2, CCRF-CEM 94.3, MOLT-4 83.9, SR 81.4, MCF7 80.6 and K-562 90.3.
O=[N+]([O-])c1ccc(N/N=C/c2ccc(O)cc2)nc1 was read as MDA-MB-468 105.7, MDA-MB-231 99.0, CCRF-CEM 67.3, MOLT-4 75.8, SR 72.9, MCF7 99.3 and K-562 91.1.
`CCc1cccc(CC)c1NC(=O)c1ccccc1Br` gave MDA-MB-468 104.6, MDA-MB-231 98.5, RPMI-8226 110.6, CCRF-CEM 102.8, MOLT-4 92.5, SR 94.0, MCF7 98.8 and K-562 98.8.
CN1CCN(c2ccc(Nc3ncc(Cl)c(NC[C@@H]4CCCO4)n3)cc2)CC1 was read as MDA-MB-468 30.7, MDA-MB-231 17.8, RPMI-8226 29.5, CCRF-CEM 28.0, MOLT-4 16.8, SR -0.8*, MCF7 9.6* and K-562 27.2.
Cc1cc(C)n(C(=O)c2sc(=S)n(-c3ccccc3)c2NCc2cn(-c3ccc(Cl)cc3)nn2)n1 was read as MDA-MB-468 99.5, MDA-MB-231 78.4, RPMI-8226 99.6, CCRF-CEM 99.7, MOLT-4 100.0, SR 123.5, MCF7 83.4 and K-562 95.5.
`Nc1nc(N[C@@H]2C[C@H](CO)[C@@H](O)[C@H]2O)nc(=O)[nH]1` gave MDA-MB-468 105.5, MDA-MB-231 101.1, RPMI-8226 109.4, CCRF-CEM 109.3, MOLT-4 105.9, SR 115.9, MCF7 101.4 and K-562 106.6.
`ClCc1cccc2c(CCl)cccc12` gave MDA-MB-468 -18.3*, MDA-MB-231 92.3, RPMI-8226 31.0, CCRF-CEM 29.8, MOLT-4 27.7, MCF7 24.4 and K-562 79.2.
`O=C1NC(SCc2ccccc2)=N/C1=C/c1cccc(OCc2ccc(Cl)cc2)c1` gave MDA-MB-468 77.9, MDA-MB-231 92.4, RPMI-8226 101.2, CCRF-CEM 89.2, MOLT-4 84.6, SR 80.6, MCF7 84.1 and K-562 78.9.
`O=C1c2ccccc2C(=O)N1Br` gave MDA-MB-468 119.7, MDA-MB-231 104.4, RPMI-8226 111.6, CCRF-CEM 103.1, MOLT-4 101.8, MCF7 91.0 and K-562 107.9.
For O=C(Nc1ccccc1)OCCc1ccccc1 the results were MDA-MB-468 99.2, MDA-MB-231 118.5, MOLT-4 100.7, MCF7 93.7 and K-562 114.4.
For COc1ccc(-c2ccc(-c3ccc(C(=N)N)cn3)o2)cc1Cl the results were MDA-MB-468 -9.4*, MDA-MB-231 4.3*, RPMI-8226 -35.5*, CCRF-CEM -4.6*, MOLT-4 10.7, SR -28.3*, MCF7 -31.1* and K-562 -40.3*.
O=C1NCCCC1(c1ccccc1)c1ccccc1 was read as MDA-MB-468 102.3, MDA-MB-231 115.4, RPMI-8226 99.5, CCRF-CEM 89.5, MOLT-4 96.6, SR 124.4, MCF7 98.0 and K-562 94.4.
COc1ccc(/C=C2\CN(C)CC3C2=NN(c2ccc(S(N)(=O)=O)cc2)C3c2ccc(OC)c(OC)c2)cc1OC (configuration not stated) was read as MDA-MB-468 92.8, MDA-MB-231 84.7, RPMI-8226 79.0, CCRF-CEM 99.5, MOLT-4 62.3, MCF7 83.1 and K-562 65.7.
COc1ccc(/C=C2\Oc3ccc(O)c(-c4ccccc4)c3C2=O)cc1 was read as MDA-MB-468 70.5, MDA-MB-231 90.0, RPMI-8226 74.4, CCRF-CEM 77.3, MOLT-4 51.9, SR 51.7, MCF7 75.4 and K-562 76.0.
For Oc1[nH]c2ccccc2c1/C=c1/cc2c(c(-c3ccc(F)cc3)n1)=Nc1ccccc1-2 the results were MDA-MB-468 -60.8*, MDA-MB-231 -4.5*, RPMI-8226 -40.5*, MOLT-4 -15.6*, SR 10.0, MCF7 -62.4* and K-562 2.9*.
CC(=O)Oc1cccc(S(=O)(=O)n2cc(C(=O)C(=O)Nc3ccncc3)c3ccccc32)c1 was read as MDA-MB-468 7.5*, MDA-MB-231 66.1, RPMI-8226 65.2, MOLT-4 90.9 and MCF7 79.5.
`CS(=O)(=O)c1ccc(C(=O)N=Nc2c(O)[nH]c3ccc(Br)cc23)cc1` gave MDA-MB-468 121.3, MDA-MB-231 113.7, RPMI-8226 100.7, CCRF-CEM 96.6, MOLT-4 103.2, SR 106.6, MCF7 90.8 and K-562 101.8.
Screening Cc1nn(-c2ccccc2)c2nc3c(c(-c4ccc(Cl)cc4)c12)CNC1(N3)C(=O)N(Cc2ccccc2)c2ccc(Cl)cc21 (configuration not stated) returned MDA-MB-468 95.4, MDA-MB-231 92.1, RPMI-8226 102.6, CCRF-CEM 116.0, SR 89.6, MCF7 88.5 and K-562 110.1.
`Cc1ccccc1-c1cc(Cc2ccccc2O)c(=O)[nH]n1` gave MDA-MB-468 170.5, MDA-MB-231 90.7, RPMI-8226 78.6, CCRF-CEM -49.5*, MOLT-4 86.7, SR 92.5, MCF7 103.5 and K-562 91.7.

Grouped by structure: the compounds so far containing fluorine (2)
Screening O=C(c1ccco1)N1CCn2c(nnc2C(F)(F)F)C1 returned MDA-MB-468 92.3, MDA-MB-231 100.1, RPMI-8226 96.0, CCRF-CEM 98.7, MOLT-4 95.4, SR 96.2, MCF7 92.1 and K-562 94.6.
For Oc1[nH]c2ccccc2c1/C=c1/cc2c(c(-c3ccc(F)cc3)n1)=Nc1ccccc1-2 the results were MDA-MB-468 -60.8*, MDA-MB-231 -4.5*, RPMI-8226 -40.5*, MOLT-4 -15.6*, SR 10.0, MCF7 -62.4* and K-562 2.9*.

Following part:
`CSc1nc(N)c(C(=O)NC2CCCCC2)s1` gave MDA-MB-468 90.7, MDA-MB-231 106.4, RPMI-8226 98.3, CCRF-CEM 109.3, SR 95.2, MCF7 98.2 and K-562 95.6.
`CC(=O)Oc1cc(Cl)ccc1Cc1ccc(Cl)cc1OC(C)=O` gave MDA-MB-468 96.7, MDA-MB-231 77.3, CCRF-CEM 83.6, MOLT-4 75.3, SR 80.8, MCF7 96.6 and K-562 85.5.
For O=Cc1cccc(O)c1 the results were MDA-MB-231 101.4, RPMI-8226 107.6, CCRF-CEM 100.0, MOLT-4 105.1, SR 105.4, MCF7 106.6 and K-562 110.5.
For COc1ccc(OC)c(C2=NN(c3ccc(S(N)(=O)=O)cc3)C(c3cc(OC)c(OC)c(OC)c3)C2)c1 (configuration not stated) the results were MDA-MB-231 67.9, RPMI-8226 65.9, CCRF-CEM 73.3, MOLT-4 73.9, SR 42.8, MCF7 68.1 and K-562 35.7.
For c1ccc2c(c1)-c1nc3ccccc3cc1C2N1CCCCC1 (configuration not stated) the results were MDA-MB-468 65.3, MDA-MB-231 80.1, RPMI-8226 111.3, CCRF-CEM 112.9, MOLT-4 94.4, SR 91.2 and MCF7 86.1.
For CCOC(=O)c1nn(-c2ccc(Cl)cc2)c(=N/N=C(\C)c2c(O)c(OC)c3occc3c2OC)s1 the results were MDA-MB-468 97.9, MDA-MB-231 104.6, RPMI-8226 107.8, CCRF-CEM 99.5, MOLT-4 96.2, SR 99.3, MCF7 97.3 and K-562 98.1.
Screening O=C1c2c(c(=O)[nH]c3ccccc23)CCN1Cc1ccccc1 returned MDA-MB-468 101.4, MDA-MB-231 98.4, RPMI-8226 91.9, CCRF-CEM 100.4, MOLT-4 104.5, SR 115.3 and MCF7 97.5.
Screening COc1ccc(-c2nc3c(nc(C)c4ccc(C)nc43)o2)cc1 returned MDA-MB-468 86.6, MDA-MB-231 82.3, RPMI-8226 95.2, CCRF-CEM 101.1, MOLT-4 84.1, SR 95.3, MCF7 76.0 and K-562 95.4.
For CCc1nnc(NC(=O)c2ccoc2COc2ccccc2)s1 the results were MDA-MB-468 52.7, MDA-MB-231 55.9, RPMI-8226 30.8, CCRF-CEM 39.3, MOLT-4 25.3, SR 26.4, MCF7 24.0 and K-562 12.3.
Screening CCc1cc(O)c([N+](=O)[O-])cc1[N+](=O)[O-] returned MDA-MB-468 109.9, MDA-MB-231 102.0, RPMI-8226 97.6, CCRF-CEM 91.2, MOLT-4 94.4, SR 92.0, MCF7 100.7 and K-562 100.7.
Cn1c(=O)[nH]c(=O)c2nc3c(nc21)-c1ccccc1C3=O was read as MDA-MB-468 82.8, MDA-MB-231 100.8, RPMI-8226 107.9, CCRF-CEM 105.6, MOLT-4 105.2, SR 100.4, MCF7 87.2 and K-562 99.0.
For CN(C)Cc1ccc(O)c(C(=O)O)c1 the results were MDA-MB-468 105.7, MDA-MB-231 121.4, RPMI-8226 103.8, CCRF-CEM 103.0, MOLT-4 101.3, SR 97.8, MCF7 107.3 and K-562 107.1.
